# RGS4 inh – inhibitors of human RGS4 | P49798 | HEK293 M3R/RGS4 inducible, Fluo-4 calcium flux; hits give high values; triggered by carbachol at its EC20 | B-score at 10 µM | hit rate 0.45% among 310,000;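 active = B-score, a plate-corrected calcium signal, over three deviations above library mean, with baseline fluorescence within five deviations of library mean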;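 also: RGS4 expression induced by doxycycline in cells with stable M3 receptor; B-score is computed from the integrated fluorescence ratio over baseline after carbachol; higher B-score means a larger calcium signal and so more RGS4 inhibition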
# Target sequence (P49798 whole entry, looked up): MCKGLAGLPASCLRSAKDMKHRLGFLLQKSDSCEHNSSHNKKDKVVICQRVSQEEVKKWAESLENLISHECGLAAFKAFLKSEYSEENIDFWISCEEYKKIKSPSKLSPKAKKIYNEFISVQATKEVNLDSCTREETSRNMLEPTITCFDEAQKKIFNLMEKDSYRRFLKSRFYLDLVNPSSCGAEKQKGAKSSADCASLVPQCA
# MrgX1 ag – agonists of human MrgX1 receptor | B-score at 10 µM | Q96LB2 | hit rate 0.44% among 310,000 | AID 588627 | MrgX1-HEK293 cells, Fluo-4 calcium fluorescence, agonist mode; hits give high values;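 active = calcium response B-score plate-corrected fluorescence ratio at least 3 library SD, with starting fluorescence B-score inside 5 SD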
#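 System – MrgX1-expressing HEK293 cells · Incubation – cells plated overnight, dye loaded 0.5 h 37 °C, 0.5 h room temperature · Technique – kinetic Fluo-4 NW fluorescence of intracellular calcium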
# TMEM16A inh – inhibitors of mouse TMEM16A calcium-activated chloride channel; hit rate 1.2% among 310,000; AID 588511; Q8BHY3; HEK293 TMEM16A/YFP iodide influx fluorescence, ionomycin; normalized B-score (activity score, 25-100; higher = stronger inhibition) at 10 µM;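 active = ratio plate-corrected score three or more library SD toward inhibition, starting fluorescence score within five deviations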;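 also: score derived from kinetic fluorescence span divided by baseline fluorescence per well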
# KCNQ1 pot – human KCNQ1 channel potentiation or activation; CHO-K1 KCNQ1, thallium flux FluxOR fluorescence; hits give high values; hit rate 0.35% among 310,000; B-score at 10 µM; AID 2648; P51787;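 active = fluorescence ratio B-score, a plate-corrected score, at least three library SD, with initial intensity B-score within 5 SD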
#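 Material: CHO-K1 cells stably expressing KCNQ1. Medium: assay buffer for compound exposure, DMSO matched across wells. Reagent: K+/Tl+ depolarizing stimulus. Compound dosing: single-concentration screen. Times: 37 °C overnight plating, 90-min dark dye load, 20-min compound pretreatment. Technique: FluxOR Tl+ flux fluorescence.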
# MrgX1 PAM – allosterically activates human MrgX1 receptor signaling; hit rate 0.63% among 310,000; AID 588675; Q96LB2; MrgX1-HEK293, Fluo-4 calcium flux, FDSS; hits give high values; B-score at 10 µM;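 active = plate-corrected calcium response at least 3 library SD above typical, normal starting fluorescence, not activating the receptor alone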;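 also: compound read alongside a low EC10 to EC30 dose of BAM8-22 agonist; peak minus trough fluorescence over baseline measured at the second addition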
# KCNQ1 block – inhibitors of human KCNQ1 potassium channel | P51787 | CHO-K1 KCNQ1, FluxOR thallium flux fluorescence; hits give high values | B-score at 10 µM | hit rate 1.3% among 310,000 | AID 2642;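 active = compounds whose thallium flux B-score, printed positive for inhibition, exceeds three library SD while starting fluorescence stays within three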;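 also: channel opened by potassium depolarization with thallium stimulus after 20 min compound exposure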
# KCNK9 inh – blocks the human KCNK9 two-pore domain potassium channel | B-score at 10 µM | HEK293 KCNK9, FluxOR thallium flux fluorescence; hits give low values | Q9NPC2 | hit rate 1.2% among 310,000;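 active = ratio B-score over 3 SD below the library mean, with starting fluorescence within 5 SD of its mean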;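 also: negative B-score means less thallium flux so channel inhibition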
# Target sequence (Q9NPC2 whole entry, looked up, the tested form may be a part): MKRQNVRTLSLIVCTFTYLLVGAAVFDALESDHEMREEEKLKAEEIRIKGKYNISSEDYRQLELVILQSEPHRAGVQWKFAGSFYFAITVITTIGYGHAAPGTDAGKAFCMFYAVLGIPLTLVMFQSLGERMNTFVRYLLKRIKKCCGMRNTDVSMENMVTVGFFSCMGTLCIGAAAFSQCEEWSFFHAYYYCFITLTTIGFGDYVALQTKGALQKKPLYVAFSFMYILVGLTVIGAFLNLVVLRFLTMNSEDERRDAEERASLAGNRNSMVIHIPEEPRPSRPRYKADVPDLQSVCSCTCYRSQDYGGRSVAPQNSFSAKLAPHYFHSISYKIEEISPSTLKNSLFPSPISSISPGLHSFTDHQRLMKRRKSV
# RGS4 act – potentiators or activators of RGS4. HEK293 M3R/inducible RGS4, carbachol calcium flux Fluo4; hits give low values. B-score at 10 µM. hit rate 0.92% among 310,000;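 active = B-score of the integrated calcium signal more than 4 SD below the library mean, with starting fluorescence not abnormally high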;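 also: negative B-score means reduced calcium response which marks RGS4 activation or potentiation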
#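 System: HEK293 FlpIn-TREx cells, stable M3R, doxycycline-inducible RGS4. Timing: overnight RGS4 induction, 30 min dye load 37 °C, 20 min compound RT. Also added: carbachol, ECmax concentration. Measured by: Fluo4 fluorescence kinetic imaging of calcium. Evaluation: integrated calcium ratio converted to B score.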
# hERG protect – shields human hERG channel from block by proarrhythmic agents; Q12809; CHO-hERG, FluxOR thallium flux, dofetilide IC70 present; activation (rescue from dofetilide block), less the hit threshold, % at 10 µM; hit rate 0.51% among 310,000; AID 1511;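 active = activation above the mean of controls blocked by dofetilide plus 5 SD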;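 also: thallium influx through hERG after potassium depolarization seen as dye fluorescence rise; in these data hits start at about 4.7%; inactives centre near -7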
# KCNK3 inh – human KCNK3 channel inhibition, primary screen; O14649; CHO-KCNK3 thallium flux, FluxOR fluorescence; hits give low values; B-score at 10 µM; hit rate 0.84% among 340,000;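 active = B-score under library mean minus 4 SD, starting fluorescence ratio at most library mean plus 5 SD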;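 also: more negative B-score means stronger inhibition of thallium flux through KCNK3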
# Target sequence (O14649 whole entry, looked up): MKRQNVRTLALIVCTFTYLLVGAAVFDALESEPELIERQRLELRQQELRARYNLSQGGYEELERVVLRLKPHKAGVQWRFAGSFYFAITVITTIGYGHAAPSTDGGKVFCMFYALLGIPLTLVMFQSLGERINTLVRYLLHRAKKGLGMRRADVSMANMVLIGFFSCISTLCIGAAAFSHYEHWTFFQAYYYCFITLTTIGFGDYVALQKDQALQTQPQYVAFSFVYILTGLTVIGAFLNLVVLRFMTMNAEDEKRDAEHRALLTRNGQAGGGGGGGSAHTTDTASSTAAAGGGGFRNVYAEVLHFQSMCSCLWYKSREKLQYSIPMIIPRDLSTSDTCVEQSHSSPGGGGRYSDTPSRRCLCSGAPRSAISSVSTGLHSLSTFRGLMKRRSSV
# TMEM16A act – activates or potentiates the mouse TMEM16A chloride channel. HEK293 TMEM16A/YFP-H148Q/I152L, iodide quench fluorescence; hits give low values. B-score at 10 µM. hit rate 0.3% among 340,000. AID 623877;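 active = fluorescence-ratio B-score plate-corrected deviation score at least 3 library SD below zero, with starting fluorescence score within 5 deviations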;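 also: channel opened by trigger with iodide after compound preincubation; score built on the fluorescence ratio of max minus min over baseline; more negative score means more quench and so TMEM16A activation or potentiation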
# An asterisk follows results filed as active; i = inactive; . = not tested or not shown. No enrichment for hits; overall some 6.3% were active at least once.
SMILES,RGS4 inh,MrgX1 ag,TMEM16A inh,KCNQ1 pot,MrgX1 PAM,KCNQ1 block,KCNK9 inh,RGS4 act,hERG protect,KCNK3 inh,TMEM16A act
CC(C)(C)OC(=O)N/N=C\C=C\c1ccc2c(c1)OCO2,i,i,i,i,i,i,i,i,-8,i,i
Cc1ccc(C)c(OCCC(=O)OCC(=O)Nc2cc(S(=O)(=O)N3CCOCC3)ccc2C)c1,i,i,i,i,i,i,i,i,-17,i,i
C=CCn1c(C(C)NC(=O)C(C)(C)C)nc2ccccc21 (centres undefined),i,i,i,i,i,i,i,i,0,i,i
Cn1c(=O)[nH]c(=O)c2c1nc(N1CCCCCC1)n2CCN1CCCCCC1,i,i,i,i,i,i,i,i,-6,i,i
CCOc1ccc(-n2c(Cc3ccccc3)nnc2SCc2c(C)noc2C)cc1,i,i,i,i,i,i,i,i,-5,i,i
Cn1c(N)c(S(=O)(=O)N2CCN(Cc3ccccc3)CC2)c(=O)n(C)c1=O,i,i,i,i,i,i,i,i,-5,i,i
CCC(C)(C)NC(=O)CN(Cc1ccc2c(c1)OCO2)C(=O)CCC(=O)Nc1cc(C)ccn1,i,i,i,i,i,i,i,i,-5,i,i
O=C(Nc1ccccc1F)N(CCCN1CCOCC1)Cc1cc2cc3c(cc2[nH]c1=O)OCCO3,i,i,i,i,i,i,i,i,-1,i,i
Cc1c(NC(=O)OCCNC(=O)COc2c(Cl)cccc2Cl)sc(=S)n1C,i,i,i,i,i,i,i,i,-7,i,i
CSc1nc2ccccc2cc1/C=C(\C#N)c1ccc(Cl)cc1Cl,i,i,i,i,i,i,i,i,-11,i,i
CCOC(=O)N1CCC(NC(=O)Cn2ncc3ccccc32)CC1,i,i,i,i,i,i,i,i,3,i,i
CNC(=O)CSc1nnc(-c2ccccn2)n1Cc1ccco1,i,i,i,i,i,i,i,i,-8,i,i

# Record cards (already shown). Values in the order: RGS4 inh | MrgX1 ag | TMEM16A inh | KCNQ1 pot | MrgX1 PAM | KCNQ1 block | KCNK9 inh | RGS4 act | hERG protect | KCNK3 inh | TMEM16A act
# `CCC(C)(C)NC(=O)CN(Cc1ccc2c(c1)OCO2)C(=O)CCC(=O)Nc1cc(C)ccn1` reads i | i | i | i | i | i | i | i | -5 | i | i
# `O=C(Nc1ccccc1F)N(CCCN1CCOCC1)Cc1cc2cc3c(cc2[nH]c1=O)OCCO3` reads i | i | i | i | i | i | i | i | -1 | i | i
# `CSc1nc2ccccc2cc1/C=C(\C#N)c1ccc(Cl)cc1Cl` reads i | i | i | i | i | i | i | i | -11 | i | i

# More results
SMILES,RGS4 inh,MrgX1 ag,TMEM16A inh,KCNQ1 pot,MrgX1 PAM,KCNQ1 block,KCNK9 inh,RGS4 act,hERG protect,KCNK3 inh,TMEM16A act
COc1ccccc1NC(=O)/C=C/C(N)=O,i,i,i,i,i,i,i,i,-6,i,i
Cc1ccc2c(c1)nnn2C1CCN(C(=O)NC23CC4CC(CC(C4)C2)C3)CC1,i,.,.,i,.,i,i,i,-11,.,.
Cc1ccc(CNC(=O)CCS(=O)(=O)c2cc3c(cc2Cl)NC(=O)CO3)cc1,i,i,i,i,i,i,i,i,-12,i,i
CN(C)CCNC(=O)c1ccccc1-c1cc2ccccc2c(=O)o1,i,i,i,i,i,i,i,i,-1,i,i
CCN(CC)CCCNC(=O)CCc1ccccc1,i,i,i,i,i,i,i,i,-7,i,i
CCOc1ccc(Cl)cc1Nc1nc(NCCO)nc(N2CCCC2)n1,i,i,i,i,i,i,i,i,-9,i,i
O=C(CCNS(=O)(=O)c1ccc(Cl)cc1)OCC(=O)c1ccc[nH]1,i,i,i,i,i,i,i,i,-10,i,i
COC(=O)c1[nH]c2cccc(Cl)c2c1NC(=O)CN1CCCCC1C (centres undefined),i,i,i,i,i,i,i,i,0,i,i
Cc1ccc(NC(=S)N(CCCN2CCC(C)CC2)Cc2ccco2)cc1,i,i,i,i,i,i,i,i,-13,i,i
COC(=O)CSc1nnc(CNC(=O)Cc2ccccc2)n1C,i,i,i,i,i,i,i,i,-11,i,i
COc1ccccc1NC(=O)CSc1nnc(C)n1CCc1ccccc1,i,i,i,i,i,i,i,i,-10,i,i
Cc1ccc(S(=O)(=O)N2CCCCC2)cc1C(=O)Nc1ccc2cn[nH]c2c1,i,i,i,i,i,i,i,i,-4,i,i
O=C(Nc1ccc(F)cc1)c1cc(-c2ccncc2)nc2c(Cl)cccc12,i,i,i,i,i,i,i,i,-14,i,i
CCOC(=O)c1nnn(-c2nonc2N)c1COc1c(C=O)cccc1OC,i,i,i,i,i,i,i,i,-8,i,i
Cc1cccc(OC(C)C(=O)Nc2nccs2)c1 (centres undefined),i,i,i,i,i,i,i,i,-8,i,i
O=C(c1ccc(Br)cc1)c1coc2ccc(O)cc12,i,i,i,i,i,i,i,i,-10,i,i
O=C(Cn1nnc(-c2ccccc2)n1)NNC(=O)c1ccco1,i,i,i,i,i,i,i,i,-1,i,i
CCCCCC(=O)OC(CN1CCCCCC1)CN1CCCC1=O (centres undefined),i,i,i,i,i,10*,i,i,-5,i,i
COc1ccccc1CCc1nnc(CCC(=O)NCCOc2cccnc2)o1,i,i,i,i,i,i,i,i,-4,i,i
COc1ccc(S(=O)(=O)NC(C)C(=O)Nc2ccc3c(c2)OCCO3)cc1OC (centres undefined),i,i,i,i,i,i,i,i,-3,i,i
Fc1ccc(-c2cc3nc4c(c(N5CCOCC5)n3n2)CCCC4)cc1,i,i,i,i,i,i,i,i,-16,i,i
COC(=O)CC1C(=O)NCCN1C(=O)OC(C)(C)C (centres undefined),i,i,i,i,i,i,i,i,-7,i,i
O=C(C1CC1)N1CCN=C1SCc1ccccc1,i,i,i,i,i,i,i,i,-8,i,i
COc1cc(CNC(=O)CCCC(=O)c2ccccc2)cc(OC)c1OC,i,i,i,i,i,i,i,i,-6,i,i
N#C/C(=C/c1ccccc1)C(=O)NCc1ccccc1,i,i,i,i,i,i,i,i,-14,i,i
Cn1c(=O)n(C)c2cc(/C=N/NC(=O)c3cccc(Br)c3)ccc21,i,i,i,i,i,i,i,i,-9,i,i
COC(=O)c1ccccc1NC(=O)CSc1n[nH]c(C)n1,i,i,i,i,i,i,i,i,-8,i,i
O=S(=O)(NCc1cccnc1)c1ccc(Cl)cc1,i,i,i,i,i,i,i,i,-10,i,i
CN(C)CCN(C(=O)c1ccc(S(=O)(=O)N(C)CC2CCCO2)cc1)c1nc2cc3c(cc2s1)OCO3 (centres undefined),i,i,i,i,i,i,i,i,-12,i,i
O=C(Nc1cccc(O)c1)c1cc(S(=O)(=O)N2CCCC2)ccc1Cl,i,i,i,i,i,i,i,i,-4,i,i
O=C(CNC(=O)OCc1ccccc1)Oc1cc2oc(=O)cc(-c3ccccc3)c2cc1Cl,.,i,i,.,i,.,.,.,.,i,i
COC(=O)C1=C(C)OC(N)=C(C#N)C1c1ccsc1 (centres undefined),i,i,i,i,i,i,i,i,-9,i,i
COc1ccc(/C=C2\SC(N3CCc4ccccc4C3)=NC2=O)cc1,i,i,i,i,i,i,i,i,-9,i,i
CC(=O)c1cc(CN2C(=O)CCC2=O)cs1,i,i,i,i,i,i,i,i,-6,i,i
O=C(Cc1cccs1)NCc1cn2ccccc2n1,i,i,i,i,i,i,i,i,-8,i,i
NC(=O)C(C(=O)/C=C/c1ccc(Cl)cc1)=C1SCCS1,i,i,i,i,i,i,i,i,-9,i,i
COc1cc(OC)cc(-n2nnnc2SCC(=O)N2CCCc3ccccc32)c1,i,i,i,i,i,i,i,i,-4,i,i
O=C(c1ccc(Br)cc1)N1CCC2(CC1)NCCc1[nH]cnc12,i,i,i,i,i,i,i,i,-13,i,i
O=c1c(-c2ccccc2)[n+]([O-])c2ccccc2n1O,i,i,i,i,21*,i,i,i,13*,i,i
O=C(Oc1coc(CSc2ncccn2)cc1=O)c1ccccc1[N+](=O)[O-],i,i,i,i,i,i,i,i,-11,i,i
COC(=O)CSc1nc(N)c2c3c(sc2n1)CCCC3,i,i,i,i,i,i,i,i,-2,i,i
CCN(CC)C(=O)Oc1ccc(Br)cc1C(=O)Nc1ccc(F)cc1F,i,i,i,i,i,i,i,i,-11,i,i
CN(C)S(=O)(=O)c1ccc(NC(=O)CN2CCc3ccccc32)cc1,i,i,i,i,i,i,i,i,-18,i,i
CCCOc1ccc(C(=O)CCNc2cccc(Cl)c2)cc1,i,i,i,i,i,i,i,i,-6,i,i
C/C(=N\NC(=O)c1ccc(NS(=O)(=O)c2cccs2)cc1)c1ccccc1,i,i,i,i,i,i,i,i,-6,i,i
COc1ccc(NC2CCCN(C(=O)CSc3ccccn3)C2)cc1OC (centres undefined),i,i,i,i,i,i,i,i,-6,i,i
C/C=C/c1ccc(OCC(O)CN(C)Cc2ccc(SC)cc2)c(OC)c1 (centres undefined),i,i,i,i,i,i,i,i,-20,i,i
OC(CN(c1ccccc1)c1ccccc1)Cn1cnc2ccccc21 (centres undefined),i,i,i,i,i,i,i,i,-9,i,i
Cc1cc(=O)n2[nH]cnc2n1,i,i,i,i,i,i,i,i,-5,i,i
CC(Sc1nnc2ccccn12)C(=O)Nc1ccc2c(c1)OCO2 (centres undefined),i,i,i,i,i,i,i,i,-9,i,i
Fc1ccc(/C=N/N2CCOCC2)c(F)c1,i,i,i,i,i,i,i,i,-9,i,i
CCCOc1cccc(C(=O)O)c1,i,i,i,i,i,i,i,i,-1,i,i
Cc1ccc(C(=O)NCC(=O)OCC(=O)c2ccc(Br)s2)cc1,i,i,i,i,i,i,i,i,-17,i,i
Cn1c(=N)c(S(=O)(=O)c2ccccc2)cc2c(=O)n3ccccc3nc21,.,i,i,.,i,.,.,.,.,i,i
COc1ccc(C2C3=C(CC(C)(C)CC3=O)Nc3c2c(=O)[nH]c2nc(C)nn32)cc1 (centres undefined),i,i,i,i,i,i,i,i,-16,i,i
CCOC(=O)c1ccccc1NC(=O)COC(=O)CN1C(=O)NC2(CCCC2)C1=O,i,i,i,i,i,i,i,i,-17,i,i
CCCC(=O)Nc1c2c(nn1-c1ccc(C)cc1)CS(=O)(=O)C2,i,i,100*,i,i,i,i,i,-6,i,i

# Source: PubChem BioAssay (Johns Hopkins Ion Channel Center)
